Vif inh: HIV Vif self-association inhibitors, primary screen, imaging, HEK293T, single point. AID 602346, 2012. 340,000 compounds, 0.35% hits. HEK293T cells, Vif self-association by quenched fluorescence, 24 h. inhibition, % at 7.49 µM; in the data active means inhibition above about 50%, passing the limit was not always enough; further: some results filed as inactive read as strong as hits
Glyco luc inh: increase of ERlucT glycosylation luciferase signal, primary screen, N-linked glycosylation inhibitor project, D54 ERlucT cells, luminescence, set 2; D54 ERlucT glycosylation luciferase reporter, 24 h; percent of 100 nM tunicamycin response; reporter increase, % at 12.5 µM; 360,000 compounds, 0.23% hits; AID 588692, 2011;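 active means mean luciferase reporter signal, scaled so untreated is 0 and the glycosylation-blocking control 100, at or above a set limit in every replicate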;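 further: luciferase carries N-glycosylation sites so blocking glycosylation raises the light; 0% = median of neutral control wells and 100% = median of 100 nM tunicamycin wells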
iPSC survival up: enhancers of single-cell hiPSC survival, primary screen, ATPlite luminescence; 100% = ROCK inhibitor wells, 0% = DMSO; survival enhancement, % at 20 µM; 360,000 compounds, 0.044% hits; in the data active means survival enhancement above about 18%;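 further: cells exposed to compounds for 16 hours before the ATP read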
HTR2A ag: mouse Htr2a agonists via beta-arrestin recruitment, primary screen, cell-based, luminescence; activation, % at 7.6 µM; 360,000 compounds, 0.66% hits; 5-hydroxytryptamine receptor 2A (Mus musculus), P35363; CHO-K1 mHTR2A beta-arrestin complementation; percent of 30 µM serotonin response; AID 624169, 2012;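 active means activation above a run cutoff, the mean activation of all tested compounds plus 3 SD, cut at about 14% in these data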;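 further: 0% = plate median of compound wells and 100% = 30 µM serotonin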
Granule exo inh: LAMP-1 surface exposure blockers, TALL-104 cells – cell-based, flow cytometry, MLPCN library, primary screen; TALL-104 LAMP-1 surface exposure; cells stimulated with thapsigargin and PMA; inhibition, % at 10 µM; 360,000 compounds, 0.66% hits; AID 651702, 2012;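 active means inhibition above about 55%, limit read from the data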
Cardio protect: cardioprotection against H2O2-induced cell death, primary screen, uHTS, H9c2 cells, ATPLite luminescence; 360,000 compounds, 0.63% hits; protection from H2O2 cell death, % at 20 µM; AID 588492, 2011; H9c2 cardiomyocytes, H2O2 injury protection, 2 h;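 active means compounds giving at least 50% protection of heart cells from peroxide-induced death in the single-dose screen, raw or plate-pattern-corrected value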;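 further: 0% = DMSO wells with peroxide and 100% = DMSO wells without peroxide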
aDG glyco up: activators of alpha-DG glycosylation, primary screen, uHTS, Pro5-aDG cells, AlphaScreen; alpha-DG glycosylation AlphaScreen (IIH6); 0% Pro5, 100% B10-LARGE cell signal; activation, % at 10 µM; 360,000 compounds, 0.22% hits; AID 624168, 2012;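 active means activation of at least 8% versus controls, or a plate z-score of at least 8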;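 further: Pro5 are CHO cells carrying HIG-tagged alpha-DG that lacks glycosylation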
ABCB6 inh 2: ABCB6 transporter inhibitors, primary screen, K562-ABCB6 cells, flow cytometry, MLPCN library | ATP-binding cassette sub-family B member 6 (Homo sapiens), Q9NP58 | K562-ABCB6 porphyrin accumulation, 1 h; active compounds read low | fluorescence ratio to DMSO, % at 10 µM | 360,000 compounds, 0.19% hits;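 active means fluorescence ratio to DMSO below 75%, the collection mean minus 3 SD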;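 further: signal is porphyrin accumulated inside mitochondria; 100% equals median channel fluorescence of DMSO control wells; lower ratio means ABCB6 inhibition with less porphyrin fluorescence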
Target sequence (Q9NP58 whole entry, looked up): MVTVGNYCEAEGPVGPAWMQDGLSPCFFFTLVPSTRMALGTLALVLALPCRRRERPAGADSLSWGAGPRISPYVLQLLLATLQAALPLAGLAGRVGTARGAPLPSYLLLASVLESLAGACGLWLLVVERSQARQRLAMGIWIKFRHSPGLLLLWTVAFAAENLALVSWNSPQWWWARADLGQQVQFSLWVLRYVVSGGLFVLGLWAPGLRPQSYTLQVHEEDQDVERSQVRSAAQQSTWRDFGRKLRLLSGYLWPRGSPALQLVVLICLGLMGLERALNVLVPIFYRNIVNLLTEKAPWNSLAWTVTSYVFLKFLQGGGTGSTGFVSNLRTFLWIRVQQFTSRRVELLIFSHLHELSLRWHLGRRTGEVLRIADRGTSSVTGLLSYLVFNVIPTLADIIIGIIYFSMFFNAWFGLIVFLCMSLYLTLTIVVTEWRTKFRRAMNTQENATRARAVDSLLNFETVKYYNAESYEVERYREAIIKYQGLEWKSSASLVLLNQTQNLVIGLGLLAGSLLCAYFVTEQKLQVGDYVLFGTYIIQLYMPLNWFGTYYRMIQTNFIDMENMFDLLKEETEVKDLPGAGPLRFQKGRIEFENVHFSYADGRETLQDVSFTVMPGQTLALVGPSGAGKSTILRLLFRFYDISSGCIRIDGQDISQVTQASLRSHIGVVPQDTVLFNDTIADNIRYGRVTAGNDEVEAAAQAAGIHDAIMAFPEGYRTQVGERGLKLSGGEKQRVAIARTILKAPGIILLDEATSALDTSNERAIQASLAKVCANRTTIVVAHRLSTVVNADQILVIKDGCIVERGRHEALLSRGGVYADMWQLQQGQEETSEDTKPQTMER
CaV13 ICDI inh: Disruptors of the CACNA1D IQ motif to Ca2+-dependent inactivation inhibitor domain association, primary screening, Förster resonance energy transfer in intact living …. HEK cells, CFP/YFP FRET ICDI-IQ, plate reader, 10 min; percent FRET-ratio fall versus neutral wells. AID 743397. 340,000 compounds, 0.098% hits. inhibition, % at 12.3 µM;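 active means mean replicate inhibition of at least 30% and at least 1% of replicates passing that level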;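 further: 0% = median of the neutral control wells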
PDI turbidity: inhibitors of human PDI, primary screen, biochemical, turbidity, single point, plate reader; inhibition, % at 10 µM; Protein disulfide-isomerase (Homo sapiens), P07237; PDI insulin aggregation turbidity, A650, 90 min; 350,000 compounds, 0.052% hits;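 active means mean inhibition across replicates of 30% or more, whatever share of single replicates reach that level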;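 further: absorbance from insulin aggregation driven by PDI reduction with DTT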
Active calls of the source: *; · = no result given.

1	O=C(COc1cccc2ccccc12)N1CCN(c2ccccn2)CC1
2	CC(C)(C)C(=O)Nc1cc2c3c(c1)CCN3C(=O)CC2
3	COc1ccc2c(C#N)c3ccccn3c2c1
4	COc1ccc(S(=O)(=O)N2CCOCC2)cc1NC(=O)c1cc2c(s1)CCCC2
5	N#Cc1c(N2CCCCC2)nc(N)c2c(N)nc(SCC(=O)O)cc12
6	COc1cccc(NC(=O)CN(C)C(=O)c2cc(C)on2)c1
7	CCOc1ccc2nc(NC(=O)CCC(=O)c3cccs3)sc2c1
8	COC(=O)[C@@H](Cc1ccccc1)NC(=O)Cn1cnc2c(SC)nc(N)nc21

Compound	1	2	3	4	5	6	7	8
Vif inh	-7	3	6	5	3	-14	3	-2
Glyco luc inh	2	5	-1	-7	1	0	1	0
iPSC survival up	-1.0	-0.5	6.0	-3.3	-0.6	0.0	-2.9	6.8
HTR2A ag	-2	-1	1	0	3	13	2	14
Granule exo inh	1	-3	2	3	6	-2	1	5
Cardio protect	20	0	16	-4	-19	1	-20	-5
aDG glyco up	0.1	0.2	0.2	-0.2	-0.2	-0.2	1.0	1.1
ABCB6 inh 2	99	98	95	98	101	104	96	99
CaV13 ICDI inh	-9	-2	-2	-18	-5	-5	·	-4
PDI turbidity	0	-5	-2	-15	6	21	6	11

9	C=CCn1c(O)c(C=Nc2ccccc2)sc1=S
10	COc1ccc(CCNC(=O)CN(c2cccc([N+](=O)[O-])c2)S(C)(=O)=O)cc1OC
11	COc1cccc(/C=N/n2c(-c3ccco3)nc3ccccc3c2=O)c1
12	Cc1ccccc1NC(=O)C1CCN(C(=O)N2CCOc3ccccc32)CC1
13	COCCNC(=O)CNS(=O)(=O)c1ccc2nc(C)sc2c1
14	Cc1cn([C@H]2C[C@H](O)[C@@H](CNCc3cc(Cl)ccc3OCc3ccc(Cl)cc3)O2)c(=O)[nH]c1=O
15	CCOC(=O)[C@@H]1[C@H]2COc3ccccc3[C@H]2N2C(=O)N(c3cccc(F)c3)C(=O)[C@]12C
16	CC1CCC(NC(=O)C(NC(=O)c2ccccc2)C(C)C)CC1 (stereo not given)

Compound	9	10	11	12	13	14	15	16
Vif inh	-16	4	7	-2	-18	-1	1	4
Glyco luc inh	-1	1	2	0	1	-4	-1	0
iPSC survival up	3.8	-0.8	-1.4	0.9	-2.9	-1.7	-0.2	-1.4
HTR2A ag	0	-3	0	-4	-2	-3	0	5
Granule exo inh	-1	0	-1	-3	-8	1	4	-2
Cardio protect	3	9	27	10	-2	10	3	13
aDG glyco up	-0.2	0.1	-0.3	-0.1	-0.1	0.7	0.2	-0.3
ABCB6 inh 2	104	99	92	101	106	99	102	88
CaV13 ICDI inh	-6	-4	-1	-6	-5	-3	-7	-5
PDI turbidity	0	-10	-4	·	2	-2	1	0

17	CCOC(=O)c1c(O)cc(C)cc1Nc1ccccc1
18	NC(=O)c1nsc(C(=O)N(c2ccccc2)C(C(=O)NCC2CCCO2)c2ccc3ncccc3c2)c1N (stereo not given)
19	CCOC(=O)N1CCN(S(=O)(=O)N2CCCC(C(=O)NC(C)c3ccccc3)C2)CC1 (stereo not given)
20	CCOc1ccc(N2C(=O)S/C(=C\c3ccc(O)c(OC)c3)C2=O)cc1
21	CCCCn1c(=O)n(CC(=O)Nc2c(CC)cccc2CC)c(=O)c2c1nc(CO)n2CCC
22	CC(C)CC(c1nnnn1C1CCCC1)N1CCN(c2ccccc2F)CC1 (stereo not given)
23	C=CCN1C(=O)C(=O)N(CC(=O)c2ccc3c(c2)CCCC3)C1=O
24	O=C(NCCc1ccccc1)c1ccc(=O)oc1

Compound	17	18	19	20	21	22	23	24
Vif inh	-4	1	10	-1	4	-6	21	24
Glyco luc inh	-1	-3	-2	1	2	-1	2	2
iPSC survival up	-0.3	1.1	0.1	-0.1	3.1	-1.2	-3.6	-1.8
HTR2A ag	-7	10	-6	14	-5	3	2	3
Granule exo inh	0	-4	-2	3	0	10	2	-1
Cardio protect	-12	32	-2	3	7	-21	7	3
aDG glyco up	0.0	-0.1	-0.1	0.0	-0.1	0.4	0.0	0.0
ABCB6 inh 2	76	108	104	100	96	89	103	92
CaV13 ICDI inh	-4	-5	-2	-5	·	-5	-2	-4
PDI turbidity	0	-2	-11	5	-4	1	3	-9

25	COc1ccccc1OCC(=O)NNC(=O)C1CCN(c2ncnc3sc(C)c(C)c23)CC1
26	Cc1ccccc1NC(=O)N1CCN(S(=O)(=O)c2ccccc2)CC1
27	CCOC(=O)c1nc2ccccc2c(C)c1C
28	O=C(COc1cccc(C(F)(F)F)c1)Nc1ccc(S(=O)(=O)N2CCCC2)cc1
29	O=C(N/N=C/c1cccc([N+](=O)[O-])c1)c1cccc(Br)c1
30	COc1ccc(N2CC(C(=O)Nc3ccc(S(=O)(=O)N4CCOCC4)cc3)CC2=O)cc1 (stereo not given)
31	CN1C(=S)SC(/[N+]([O-])=C\c2ccco2)C1(C)C (stereo not given)
32	O=C(Cn1c(=O)c2ccccc2n(CC(=O)N2CCCCC2)c1=O)N1CCCCC1

Compound	25	26	27	28	29	30	31	32
Vif inh	23	-12	-1	9	9	26	3	0
Glyco luc inh	0	-1	-1	-4	1	1	3	2
iPSC survival up	-0.1	2.6	-0.4	1.1	-0.1	-0.6	-0.9	0.8
HTR2A ag	-2	-2	-1	-3	0	-3	-6	-1
Granule exo inh	4	1	-3	9	-4	-2	2	0
Cardio protect	1	-3	7	-5	2	0	11	-7
aDG glyco up	-0.4	-0.4	0.0	0.2	0.0	-0.1	0.3	0.1
ABCB6 inh 2	94	101	100	60*	89	101	90	282
CaV13 ICDI inh	-2	-5	0	-7	-25	-24	·	-3
PDI turbidity	-5	18	-5	-7	0	1	-4	-4

33	CC(CCc1ccccc1)NC(=O)COC(=O)C1CCC(C(C)(C)C)CC1 (stereo not given)
34	COc1ccc(C2/C(=C(/O)c3ccc(Br)cc3)C(=O)C(=O)N2C)cc1OC (stereo not given)
35	O=C1Nc2ccccc2C(=O)N2[C@H](c3ccc(F)cc3)[C@@H]3C(=O)N(Cc4ccccc4)C(=O)[C@@H]3[C@H]12
36	CCc1nc(C)c(C#N)c2cc(OC)c(OC)cc12
37	CCC(=O)Nc1ccc(Cl)c(NC(=O)c2c(OC)cccc2OC)c1
38	COc1ccc(C)cc1NC(=O)NCCC1=CCCCC1
39	Cc1ccc(C(=O)NC(C)c2ccc(-n3ccnc3)cc2)o1 (stereo not given)
40	Cc1ccc(OCCC(=O)OCC(=O)Nc2cc(C)cc(C)c2)cc1

Compound	33	34	35	36	37	38	39	40
Vif inh	16	16	-4	-6	3	2	9	-4
Glyco luc inh	1	2	-2	4	1	0	0	1
iPSC survival up	-0.9	0.9	3.5	0.9	4.2	-0.5	-0.4	-0.3
HTR2A ag	3	-3	7	3	1	-4	2	-3
Granule exo inh	-3	14	10	-2	-1	-2	-8	-1
Cardio protect	-3	4	-7	-5	-3	-4	1	-2
aDG glyco up	0.0	-0.1	0.3	0.3	-0.3	0.1	-0.1	0.3
ABCB6 inh 2	99	97	98	98	101	96	95	104
CaV13 ICDI inh	-18	-1	-12	-5	2	-8	-15	-6
PDI turbidity	5	-1	16	-3	-5	6	-4	3

41	O=C(Nc1ccc2c(c1)OCO2)c1ccc2c(c1)S(=O)(=O)c1ccccc1C2=O
42	CCCn1c(Nc2ccccc2C)nc2ccccc21
43	Cc1nn(C(=O)C(C)N2C(=O)c3ccccc3C2=O)c(C)c1Br (stereo not given)
44	CN1C(=O)c2ccccc2C(C(=O)O)C1c1cn(C)c2ccccc12 (stereo not given)
45	COc1ccc(-n2nc([N+](=O)[O-])c(=NCc3ccc4c(c3)OCO4)n2O)cc1
46	Cc1nn(-c2ccccc2)c(Cl)c1C(=O)NCC(C)C
47	OC[C@H]1O[C@@H](c2nc(-c3nc(-c4ccc(F)cc4)no3)cs2)[C@H](O)[C@@H]1O
48	CCOCCCNc1nc2c(c(=O)[nH]c(=O)n2C)n1CCCc1ccccc1

Compound	41	42	43	44	45	46	47	48
Vif inh	10	-2	18	11	0	·	16	6
Glyco luc inh	0	0	1	0	2	-1	-9	0
iPSC survival up	0.9	2.5	-1.4	-1.3	0.4	-1.1	-2.8	-2.6
HTR2A ag	2	4	3	2	1	2	3	0
Granule exo inh	-2	-4	-3	-3	-2	1	-15	-3
Cardio protect	4	-1	-1	10	-3	7	-3	2
aDG glyco up	0.0	0.3	0.4	-0.1	0.0	-0.3	-0.1	-0.2
ABCB6 inh 2	96	100	105	91	96	98	99	91
CaV13 ICDI inh	-6	-5	·	-5	-4	1	-3	-4
PDI turbidity	-8	8	4	-6	-10	-1	-2	-6

6 entries from above, with values under each structure:
Sequence of screens – Vif inh | Glyco luc inh | iPSC survival up | HTR2A ag | Granule exo inh | Cardio protect | aDG glyco up | ABCB6 inh 2 | CaV13 ICDI inh | PDI turbidity
[4] COc1ccc(S(=O)(=O)N2CCOCC2)cc1NC(=O)c1cc2c(s1)CCCC2
 : 5 | -7 | -3.3 | 0 | 3 | -4 | -0.2 | 98 | -18 | -15
[5] N#Cc1c(N2CCCCC2)nc(N)c2c(N)nc(SCC(=O)O)cc12
 : 3 | 1 | -0.6 | 3 | 6 | -19 | -0.2 | 101 | -5 | 6
[6] COc1cccc(NC(=O)CN(C)C(=O)c2cc(C)on2)c1
 : -14 | 0 | 0.0 | 13 | -2 | 1 | -0.2 | 104 | -5 | 21
[7] CCOc1ccc2nc(NC(=O)CCC(=O)c3cccs3)sc2c1
 : 3 | 1 | -2.9 | 2 | 1 | -20 | 1.0 | 96 | · | 6
[8] COC(=O)[C@@H](Cc1ccccc1)NC(=O)Cn1cnc2c(SC)nc(N)nc21
 : -2 | 0 | 6.8 | 14 | 5 | -5 | 1.1 | 99 | -4 | 11
[9] C=CCn1c(O)c(C=Nc2ccccc2)sc1=S
 : -16 | -1 | 3.8 | 0 | -1 | 3 | -0.2 | 104 | -6 | 0

The main list resumes, starting two compounds before the break.
47	OC[C@H]1O[C@@H](c2nc(-c3nc(-c4ccc(F)cc4)no3)cs2)[C@H](O)[C@@H]1O
48	CCOCCCNc1nc2c(c(=O)[nH]c(=O)n2C)n1CCCc1ccccc1
49	Cc1cc(F)ccc1S(=O)(=O)N1CCCOC1CNC(=O)C(=O)NCc1ccc2c(c1)OCO2 (stereo not given)
50	O=C1c2cccc(-c3ccc(C(F)(F)F)cc3)c2C2CCCCN12 (stereo not given)
51	N#Cc1ccccc1S(=O)(=O)N1CCN(C(=O)[C@@H]2CCCN2C(=O)c2cccs2)CC1
52	CCOC(=O)c1cc(S(=O)(=O)N2CCCC2)cn1C

Compound	47	48	49	50	51	52
Vif inh	16	6	2	3	6	-2
Glyco luc inh	-9	0	-2	-2	-3	-1
iPSC survival up	-2.8	-2.6	-0.3	0.5	0.2	0.3
HTR2A ag	3	0	2	-6	-5	-6
Granule exo inh	-15	-3	-1	-2	-11	0
Cardio protect	-3	2	0	1	-1	-5
aDG glyco up	-0.1	-0.2	-0.4	0.4	-0.1	-0.2
ABCB6 inh 2	99	91	93	97	100	101
CaV13 ICDI inh	-3	-4	-6	-10	-6	-12
PDI turbidity	-2	-6	12	·	-21	-3
